Fam108B counter – counter-screen for RBBP9 inhibitors: inhibitors of mouse Fam108B; recombinant Fam108B, FP-Rh probe fluorescence polarization; AID 1947; inhibition, % at 9.51 µM; 300,000 compounds, 0.33% hits;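 active = inhibition above the screen mean inhibition plus 3 SD, computed separately per campaign, cut at about 18% in these data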;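 also: inhibitors lower polarization as less probe binds the enzyme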
PME-1 inh – PME-1 (human) inhibition | Q9Y570 | recombinant PME-1, FP-Rh probe fluorescence polarization | inhibition, % at 5.9 µM | 320,000 compounds, 0.53% hits | AID 2130;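 active = inhibition above the campaign mean of all compounds plus 3 SD, cut at about 26% in these data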;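 also: competitive labeling of PME-1 active site by serine hydrolase directed probe; 0% = PME-1 with DMSO and 100% = wells lacking PME-1 enzyme; inhibitors block probe labeling so polarization falls and inhibition rises; many of its hits are not listed in these tables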
Target sequence (Q9Y570 whole entry, looked up): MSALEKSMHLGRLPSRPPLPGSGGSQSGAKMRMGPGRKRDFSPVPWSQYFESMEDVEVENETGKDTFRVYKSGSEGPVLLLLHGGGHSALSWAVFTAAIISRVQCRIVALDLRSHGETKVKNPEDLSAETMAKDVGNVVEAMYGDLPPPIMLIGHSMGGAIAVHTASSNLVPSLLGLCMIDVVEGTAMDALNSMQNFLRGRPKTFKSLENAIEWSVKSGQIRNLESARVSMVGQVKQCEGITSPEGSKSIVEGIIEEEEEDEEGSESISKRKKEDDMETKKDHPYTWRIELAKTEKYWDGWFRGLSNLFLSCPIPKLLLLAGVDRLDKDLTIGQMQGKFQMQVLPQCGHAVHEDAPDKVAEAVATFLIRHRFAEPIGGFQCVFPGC
VLA-4 inh – inhibition in a human VLA-4 binding assay. VLA-4 expressing cells, ligand binding flow cytometry. 330,000 compounds, 0.2% hits. P13612. inhibition, % (about 7 µM as worked out from the volumes in the protocol); in the data active = inhibition above about 50%
GLD-1 RNA inh – GLD-1-TGE RNA interaction inhibition (C. elegans). Q17339. purified GLD-1 + fluorescein TGE RNA, fluorescence polarization. inhibition, % at 5.96 µM. 320,000 compounds, 0.44% hits. AID 2280;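 active = percent inhibition above a per-plate cutoff, the plate mean of test compounds plus 3 SD, cut at about 30% in these data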;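 also: 0% = DMSO wells with GLD-1 and probe and 100% = wells lacking GLD-1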
GRK2 inh – inhibitors of human GRK2 displacing RNA aptamer. P25098. bead flow cytometry, FAM-aptamer displacement from GRK2. 330,000 compounds, 0.59% hits. AID 488847. inhibition of aptamer binding, % at 10 µM;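 active = inhibition of aptamer binding above 40%, roughly 3 SD of noise, on plates passing a quality check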;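 also: median bead fluorescence of bound FAM aptamer so fluorescent compounds give negative values; no value below 0 was filed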
MEX-5 binding – C. elegans MEX-5 TCR-2 RNA binding activity | MEX-5/FITC-TCR2 RNA binding, fluorescence polarization; active compounds read low | activity score (negative = inhibition of binding), % at 10 µM | 300,000 compounds, 0.38% hits | AID 1832;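 active = inhibition past about -25% in most replicates, and total fluorescence under double the plate's negative control median, limit read from the data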;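 also: 0% = DMSO and -100% = 5 µM competing unlabeled TCR2 RNA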
Bcl-xL primary – inhibitors of human Bcl-xL. Q07817. GST-Bcl-xL / FITC-Bim BH3 peptide fluorescence polarization. inhibition, % at 10.9 µM. 320,000 compounds, 0.7% hits. AID 2129;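 active = inhibition above the mean of all tested compounds plus 3 SD, cutoff set per campaign, cut at about 30% in these data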;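 also: 0% = DMSO wells and 100% = unlabeled Bim-BH3 peptide competitor; inhibitors lower millipolarization by displacing the labeled peptide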
Target sequence (Q07817 whole entry, looked up): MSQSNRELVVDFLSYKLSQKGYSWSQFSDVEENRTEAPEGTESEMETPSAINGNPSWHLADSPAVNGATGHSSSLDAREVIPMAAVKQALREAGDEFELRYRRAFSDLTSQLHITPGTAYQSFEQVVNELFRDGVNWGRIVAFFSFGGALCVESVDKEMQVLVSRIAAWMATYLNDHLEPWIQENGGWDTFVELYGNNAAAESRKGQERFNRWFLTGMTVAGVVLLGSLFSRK
Efflux pump inh – antifungal efflux pump inhibition, Nile Red retention | inhibition, % at 10 µM | AID 485275 | S. cerevisiae Candida pump triplex | 330,000 compounds, 0.44% hits;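 active = plate passing quality check with inhibition over a set limit, or well fluorescence over plate mean plus 4 SD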;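 also: Nile Red retained in pooled yeast measured as flow cytometry median fluorescence; 0% = buffer negative control and 100% = Enniatin B positive control; higher means more Nile Red kept so more efflux inhibition; some compounds called inactive have numbers as strong as hits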
MCL1-BIM inh – inhibitors of human MCL1 binding to BIM-BH3 peptide | GST-MCL1 / FITC-Bim-BH3 fluorescence polarization | Q07820 | inhibition, % at 10.9 µM | AID 2057 | 320,000 compounds, 0.68% hits;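 active = inhibition above the mean inhibition of all tested compounds plus 3 SD, set per campaign, cut at about 40% in these data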;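 also: 0% = DMSO wells and 100% = unlabeled Bim-BH3 peptide control; higher means more loss of mP so more displacement of Bim peptide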
Target sequence (Q07820 whole entry, looked up): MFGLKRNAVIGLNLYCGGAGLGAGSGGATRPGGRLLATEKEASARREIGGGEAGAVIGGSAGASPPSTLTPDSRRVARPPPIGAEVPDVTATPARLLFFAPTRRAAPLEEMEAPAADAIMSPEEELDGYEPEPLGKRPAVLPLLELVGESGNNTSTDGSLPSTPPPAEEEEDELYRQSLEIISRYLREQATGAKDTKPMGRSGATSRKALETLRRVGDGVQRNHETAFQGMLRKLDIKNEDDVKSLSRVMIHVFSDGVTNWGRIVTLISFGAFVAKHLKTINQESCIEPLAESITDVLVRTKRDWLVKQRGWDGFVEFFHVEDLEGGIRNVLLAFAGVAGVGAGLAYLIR
Active calls of the source: *; nt = not tested or not shown. Only part of the results is shown; count on the stated rates, not on these rows.

SMILES | Fam108B counter | PME-1 inh | VLA-4 inh | GLD-1 RNA inh | GRK2 inh | MEX-5 binding | Bcl-xL primary | Efflux pump inh | MCL1-BIM inh
Cc1cc(O)c(NC(=O)c2ccc(Br)o2)cc1C | 1 | 3 | 2 | -7 | 0 | -1.0 | 7 | -0.1 | 5
CCOc1ccc(Oc2c(C)oc3cc(O)ccc3c2=O)cc1 | -2 | -4 | 8 | 5 | 1 | -1.3 | 6 | -0.1 | 1
COC(=O)C1=C(C)N(C)C(=O)/C1=C\c1cccs1 | 1 | -2 | 28 | 1 | 0 | 0.4 | 2 | 0.0 | 0
CC(C)(SC(=S)N1CCOCC1)C(=O)O | 0 | -3 | -7 | 0 | 0 | -0.1 | 5 | 0.0 | 7
O=C(COC(=O)CSc1cc(Cl)ccc1Cl)NCc1ccc2c(c1)OCO2 | -2 | -2 | 14 | 1 | 2 | -1.1 | 3 | 0.1 | -4
CC(=O)c1cc(-c2ccccc2)n(CC(=O)NC2CCCC2)c1C | 0 | 1 | 12 | 6 | 0 | 0.6 | 2 | 0.0 | 1
COc1cccc(N=C2SC(C(=O)Nc3ccc(F)cc3)CC(=O)N2C)c1 (stereo not given) | 1 | 6 | -14 | -6 | 0 | 1.4 | -1 | 0.2 | -3
CN1CCN(CCP(=O)(c2ccccc2)c2ccccc2)CC1 | 5 | -2 | 0 | -2 | 8 | 2.2 | -2 | -0.1 | -2
COCCOC(=O)c1c(C)oc2ccc(OC(=O)c3cccs3)cc12 | -1 | -1 | -4 | 0 | 0 | 0.2 | 2 | 0.6 | -3
CCN(C(=O)CN1CCN(C)CC1)c1c(N)n(Cc2ccccc2)c(=O)[nH]c1=O | nt | 5 | 0 | 5 | 0 | nt | -1 | -0.1 | 1
Cc1oc(-c2cccc(Cl)c2)nc1CS(=O)(=O)CC(=O)NC1CC1 | -1 | -3 | -118 | -10 | 0 | -0.3 | 2 | -0.1 | 7
O=C(NNc1ccc([N+](=O)[O-])cc1)C1CC2CCCC(C1)C2=O (stereo not given) | -2 | -4 | 6 | 7 | 1 | 1.5 | -2 | 0.0 | -1
COc1ccc(CN2CCN(Cc3ccc(CO)o3)CC2CCO)cc1C (stereo not given) | -3 | 2 | 5 | -3 | 0 | 0.5 | 3 | 0.1 | 5
COC(=O)CSc1cc(C)nc2ccc(OC)cc12 | -1 | -1 | 10 | 0 | 4 | -3.3 | 7 | 0.1 | 3
CSc1ccc(/C=N/n2c(C)cc(C)cc2=O)cc1 | 3 | -2 | 2 | -3 | 2 | -1.4 | 3 | 0.0 | 1
C=CCN1C(=O)CS/C1=N/c1nccs1 | -2 | 4 | 5 | -4 | 2 | 0.5 | -7 | 0.2 | -7
CCOc1ccc(-n2c(-c3ccc(Br)cc3)c[n+]3c2CCCCC3)cc1 | 0 | -4 | 1 | 5 | 0 | 0.1 | 2 | 0.1 | 3
C=CCOC(=O)C(=O)/C=C/c1c(C)n(C)n(-c2ccccc2)c1=O | 3 | -1 | 19 | 4 | 0 | 0.0 | 4 | 0.1 | 5
CC(C)(C)c1ccc(S(=O)(=O)Nc2cccnc2)cc1 | 1 | -2 | 6 | 6 | 0 | 1.1 | 0 | -0.1 | 3
COc1cc(/C=C/C(=O)OCC(=O)NC(=O)C2COc3ccccc3O2)ccc1OC(F)F (stereo not given) | nt | nt | -4 | 1 | 6 | nt | nt | 0.0 | nt
COc1cccc(C(=O)Nc2ccc3c(cc2=O)[C@@H](NC(C)=O)CCc2cc(OC)c(OC)c(OC)c2-3)c1 | 1 | -6 | 4 | 1 | 0 | -4.3 | -1 | 0.3 | -6
CCOc1ccc(N2C(=O)CC(N(CCc3ccc(S(N)(=O)=O)cc3)C(C)=O)C2=O)cc1 (stereo not given) | 0 | 6 | 10 | 1 | 0 | 5.5 | 3 | -0.1 | -5
Cc1ccc(NC(=O)OCCN2CCN(Cc3ccccc3)CCC2=O)cc1 | 3 | 1 | 14 | -7 | 6 | 0.9 | -3 | 0.3 | 1
NC(=O)C1CCN(C(=O)CN(c2cccc(Cl)c2)S(=O)(=O)c2ccccc2)CC1 | -1 | 0 | -9 | -3 | 0 | 3.0 | -2 | 0.2 | -3
O=C(Nc1ccc(F)cc1)C1CCCO1 (stereo not given) | 0 | 1 | 9 | -1 | 0 | -1.3 | 4 | -0.1 | 9
CCCSc1nsc(N)n1 | 0 | -5 | 7 | -2 | 3 | 1.4 | -4 | 0.0 | -1
COc1cc(NC2c3ccccc3C(=O)N2Cc2ccccc2Cl)cc(OC)c1OC (stereo not given) | -2 | 6 | 5 | -8 | 0 | 2.8 | -1 | 0.1 | 4
CCNC(=S)N/N=C(\C)c1ccc2ccccc2c1OC(F)F | -5 | 2 | 11 | -1 | 1 | -2.4 | 7 | 0.0 | 11
Cc1c(C(=O)OCC(=O)N(C)CC(=O)Nc2ccc(F)cc2)oc2ccccc12 | nt | 4 | -9 | -4 | 0 | nt | -6 | 0.5 | -4
CC(=O)Nc1ccc(NC(=O)C(C)OC(=O)CNS(=O)(=O)c2cccc(Cl)c2)cc1 (stereo not given) | 2 | -1 | 1 | -1 | 4 | 0.9 | -9 | -0.1 | -9

Single records, as listed above. Values in the order: Fam108B counter	PME-1 inh	VLA-4 inh	GLD-1 RNA inh	GRK2 inh	MEX-5 binding	Bcl-xL primary	Efflux pump inh	MCL1-BIM inh
Record of `CCCSc1nsc(N)n1` → 0	-5	7	-2	3	1.4	-4	0.0	-1
Record of `COc1cccc(C(=O)Nc2ccc3c(cc2=O)[C@@H](NC(C)=O)CCc2cc(OC)c(OC)c(OC)c2-3)c1` → 1	-6	4	1	0	-4.3	-1	0.3	-6
Record of `CCOc1ccc(N2C(=O)CC(N(CCc3ccc(S(N)(=O)=O)cc3)C(C)=O)C2=O)cc1` (stereo not given) → 0	6	10	1	0	5.5	3	-0.1	-5
Record of `O=C(Nc1ccc(F)cc1)C1CCCO1` (stereo not given) → 0	1	9	-1	0	-1.3	4	-0.1	9
Record of `NC(=O)C1CCN(C(=O)CN(c2cccc(Cl)c2)S(=O)(=O)c2ccccc2)CC1` → -1	0	-9	-3	0	3.0	-2	0.2	-3

Later entries
SMILES | Fam108B counter | PME-1 inh | VLA-4 inh | GLD-1 RNA inh | GRK2 inh | MEX-5 binding | Bcl-xL primary | Efflux pump inh | MCL1-BIM inh
Cc1cc(C)c2[nH]c(=S)cc(C)c2c1 | 1 | -5 | 7 | -2 | 0 | nt | 3 | 0.4 | -2
COc1ccccc1N1CCN(/N=C/C=C/c2ccccc2[N+](=O)[O-])CC1 | 1 | -4 | -12 | 3 | 0 | 3.2 | 1 | 0.2 | -2
CCN1C(=O)CC(C(=O)O)SC1=Nc1ccc(OC)cc1 (stereo not given) | 5 | -2 | 15 | -19 | 0 | -1.1 | 3 | 0.0 | -1
CCNc1nc(NCC)nc(N(C#N)C(C)C)n1 | -3 | -4 | -2 | 3 | 0 | 0.4 | 5 | 0.0 | 10
CCOC(=O)/C(=N\Nc1cc(Cl)ccc1Cl)N1CCOCC1 | -3 | 0 | 6 | 6 | 1 | 0.8 | 5 | 0.4 | 3
Cc1ccc(NC(=O)/C=C\C(=O)NCC(=O)O)cc1C | 0 | -6 | 11 | 2 | 1 | -2.8 | 5 | 0.3 | 5
Cc1ccc(CCNC(=O)CN(C)S(=O)(=O)c2ccc3c(c2)c(=O)n(C)c(=O)n3C)cc1 | 1 | 4 | -7 | 4 | 1 | 0.6 | 2 | 0.1 | 3
CCc1cccc(C)c1NC(=O)CN(C)Cc1cccc(F)c1 | 0 | 11 | 0 | -5 | 3 | -1.2 | 0 | 0.1 | -4
CCOC(=O)c1c(C)n(C(=O)c2ccco2)c(=O)n1C(=O)c1ccco1 | 3 | 4 | 11 | 8 | 2 | -0.2 | 5 | 0.0 | 0
CNc1ccccc1C(C)(C)c1cc(-c2ccco2)n[nH]1 | 5 | 0 | 2 | 7 | 0 | 3.4 | 3 | -0.1 | 3
Cc1ccc(C(=O)Nc2ccc(F)cc2)cc1NC1=NC2CS(=O)(=O)CC2S1 (stereo not given) | 3 | 5 | 44 | -8 | 2 | 2.1 | 2 | 0.0 | 6
O=C(CN1C(=O)CSc2ncccc21)N1CCOCC1 | 0 | 5 | 12 | 4 | 0 | 2.0 | -1 | 0.3 | 0
COc1cc(CNn2c(C)n[nH]c2=S)cc(Cl)c1OCC(=O)NC(C)(C)C | 2 | 0 | 18 | 6 | 1 | -0.7 | -20 | 0.0 | -15
CCCC1(c2ccccc2)NC(=O)N(CC(=O)N2CC(=O)Nc3ccccc32)C1=O (stereo not given) | nt | 6 | 9 | 3 | 12 | nt | 2 | 0.3 | -3
O=C(CSc1nc(=O)n2ccccc2n1)NCc1ccccc1Cl | -1 | 0 | 15 | 5 | 5 | 1.9 | 0 | 0.1 | 3
Cc1ccn2c(=O)c(NC(=O)COc3ccccc3)c(C)nc2c1 | 2 | 1 | 12 | 1 | 0 | 0.0 | 2 | 0.1 | 5
Cc1ccc(C(=O)Nc2ncc(Cc3ccc(SC(F)F)cc3)s2)cc1 | 7 | 3 | 28 | -4 | 1 | 3.2 | -7 | 0.2 | -6
CCn1c(SCC(=O)NCc2ccc(F)cc2)nc2c(c1=O)SC(C)C2 (stereo not given) | -1 | 6 | -2 | 6 | 0 | -3.2 | 3 | -0.1 | 3
N#C/C(=C(/O)COc1cccc2ccccc12)c1nc2ccccc2[nH]1 | 0 | -4 | -8 | -12 | 2 | -3.6 | -8 | 0.1 | -10
CC(NC(=O)C1CCCCC1)C(=O)NC1=NCCS1 (stereo not given) | 1 | -8 | -5 | -2 | 3 | -1.0 | 2 | -0.1 | -4
CN(Cc1ccccc1)C(=O)C1CCN(S(=O)(=O)c2cccc3nsnc23)CC1 | 5 | 7 | 1 | 3 | 2 | 1.9 | 1 | -0.1 | 4
Cc1ccc(CNC(=O)CCc2c(C)nc3ncnn3c2C)cc1 | 5 | -11 | 4 | 3 | 0 | -0.6 | 8 | 0.0 | 11
CC(C)(C)OC(=O)C(C(=O)OC(C)(C)C)c1ccc(Cl)nn1 | 5 | 5 | 4 | -5 | 5 | 4.1 | 3 | 0.1 | 3
Cc1cccc(OCC(=O)Nc2cc(S(=O)(=O)N3CCOCC3)ccc2N2CCCC2)c1C | 10 | 10 | -11 | 0 | 0 | -0.8 | -4 | 0.0 | 0
Cc1nc(C(=O)N/N=C/c2[nH]ncc2Br)cs1 | 5 | -12 | 0 | -6 | 1 | 2.3 | 7 | 0.3 | 5
CCOC(=O)c1cnc(-n2nc(C)cc2C)nc1NC(C)c1ccccc1 (stereo not given) | -2 | -1 | -14 | 0 | 4 | 11 | 1 | -0.1 | 7
CCN(CC)S(=O)(=O)c1cccc(C(=O)N/N=C/c2ccc(N3CCOCC3)cc2)c1 | 3 | -3 | 3 | 4 | 0 | -2.2 | 8 | -0.1 | 3

Screens as filed in PubChem BioAssay.
